SENP8 block = blocks the human protease SENP8; Q96LD8; purified SENP8, Z-RLRGG-aminoluciferin cleavage, luminescence; inhibition, % at 10 µM; 330,000 tested, 1.2% active
HKDC1 inh = HKDC1 (human) hexokinase inhibition | Q2TB90 | recombinant HKDC1, G6PDH/diaphorase resazurin coupled fluorescence | inhibition, % at 20 µM | 340,000 tested, 0.16% active | AID 493160;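 active = inhibition above about 35% when tested at 20 µM, limit read from the data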;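 also: plate controls were DMSO wells with enzyme for no effect and DMSO wells lacking enzyme for full effect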
Target sequence (Q2TB90 whole entry, looked up): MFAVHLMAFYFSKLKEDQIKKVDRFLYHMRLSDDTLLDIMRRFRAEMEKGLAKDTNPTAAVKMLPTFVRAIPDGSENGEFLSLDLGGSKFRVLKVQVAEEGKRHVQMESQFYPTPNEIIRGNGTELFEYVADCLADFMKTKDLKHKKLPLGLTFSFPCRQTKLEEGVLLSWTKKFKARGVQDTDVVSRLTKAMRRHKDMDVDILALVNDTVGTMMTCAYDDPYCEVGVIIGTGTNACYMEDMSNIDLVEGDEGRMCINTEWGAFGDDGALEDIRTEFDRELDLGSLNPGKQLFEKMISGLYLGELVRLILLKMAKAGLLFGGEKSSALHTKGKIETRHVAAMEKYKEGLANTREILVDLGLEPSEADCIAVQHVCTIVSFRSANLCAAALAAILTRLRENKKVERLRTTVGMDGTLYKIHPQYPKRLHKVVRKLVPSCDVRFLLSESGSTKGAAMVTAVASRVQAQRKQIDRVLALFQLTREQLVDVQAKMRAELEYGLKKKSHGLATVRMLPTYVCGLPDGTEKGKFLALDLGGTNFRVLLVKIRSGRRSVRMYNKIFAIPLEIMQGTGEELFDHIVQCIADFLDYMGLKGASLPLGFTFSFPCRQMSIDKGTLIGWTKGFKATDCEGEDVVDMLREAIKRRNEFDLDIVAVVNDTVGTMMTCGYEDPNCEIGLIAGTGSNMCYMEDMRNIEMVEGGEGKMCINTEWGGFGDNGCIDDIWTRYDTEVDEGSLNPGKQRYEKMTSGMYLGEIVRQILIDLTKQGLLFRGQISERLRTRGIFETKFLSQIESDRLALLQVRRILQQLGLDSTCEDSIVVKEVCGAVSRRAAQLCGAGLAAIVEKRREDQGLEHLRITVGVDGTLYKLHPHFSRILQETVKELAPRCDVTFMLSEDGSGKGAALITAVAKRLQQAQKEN
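Assay system: in-house recombinant HK5 (HKDC1) enzyme. Input: HKDC1 at 5 µg/mL. Medium: Tris pH 8.0 buffer with MgCl2, Tween-20, BSA, BME. Dosing: single 20 µM dose. Schedule: 90 min reaction incubation at room temperature, dark. Signal: resazurin-to-resorufin fluorescence via G6PDH and diaphorase coupling, 525/613 nm. Controls: DMSO-enzyme wells negative, buffer-substituted wells positive.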
697 NFkB inh = inhibitors of the PMA/ionomycin-induced NF-kB reporter in 697 B cells; inhibition, % at 4 µM; 330,000 tested, 0.33% active; 697 B-cell NF-kB luciferase reporter, 16 h; AID 435022; in the data active = inhibition above about 35%
SENP7 inh = blocks the human protease SENP7 | 330,000 tested, 1.5% active | recombinant SENP7, Z-RLRGG-aminoluciferin luminescence, 40 min | Q9BQF6 | AID 434973 | inhibition, % at 5 µM;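 active = inhibition above about 50% at the single test dose, limit read from the data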;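 also: plate controls were DMSO with enzyme for no effect and no enzyme buffer wells for full effect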
Jurkat NFkB inh = lowers PMA/ionomycin-induced NF-kB signal in Jurkat cells; PMA/ionomycin-induced NF-kB luciferase reporter, luminescence; inhibition, % at 4 µM; 330,000 tested, 0.53% active
UBC13 polyUb = blocks human UBC13 polyubiquitin chain formation. P61088. TR-FRET. inhibition, % at 20 µM. 330,000 tested, 0.47% active. AID 485273; in the data active = inhibition above about 45%, passing the limit was not always enough
Target sequence (P61088 whole entry, looked up): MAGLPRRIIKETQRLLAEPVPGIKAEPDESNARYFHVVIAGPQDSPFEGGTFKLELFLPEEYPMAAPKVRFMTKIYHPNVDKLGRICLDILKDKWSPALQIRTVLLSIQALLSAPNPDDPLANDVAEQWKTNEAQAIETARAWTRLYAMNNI
Gli-Sufu antag = antagonists of Gli-Sufu signaling; Sufu-KO-LIGHT fibroblasts, Gli luciferase reporter luminescence; inhibition, % at 5 µM; 340,000 tested, 0.74% active; AID 588413;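 active = inhibition above about 55%, limit read from the data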;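 also: 0% = DMSO-treated cells and 100% = wells with medium but no cells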
Apaf1 inhib = blocks human Apaf-1 apoptosome activity; O14727; inhibition, % at 20 µM; 330,000 tested, 0.71% active; reconstituted apoptosome caspase-3 activity, DEVD-Rh110 fluorescence; active = inhibition of at least 40% at 20 µM;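 also: plate controls were DMSO wells for no effect and DEVD-CHO caspase inhibitor wells for full effect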
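System: reconstituted apoptosome with Apaf-1, cytochrome c, caspase-9, procaspase-3, dATP; Signal: Rh110 fluorescence intensity; Schedule: 30 min compound preincubation, 50 min activation, room temperature; Reagent: cytochrome c trigger plus (Z-DEVD)2-Rh110 caspase-3 substrate.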
Active calls of the source: *. Rule as the data show it, unless noted: active = inhibition above about 50%; inactive = the rest.

O=C(NCCO)C(=O)NCC1OCCCN1S(=O)(=O)c1ccc2c(c1)OCCO2 (configuration not stated) was read as SENP8 block -2, HKDC1 inh -6, 697 NFkB inh 12, SENP7 inh 3, Jurkat NFkB inh 1, UBC13 polyUb 6, Gli-Sufu antag 3 and Apaf1 inhib -8.
O=c1cc(O)c2c(=O)n(-c3ccccc3)c3c(c2o1)CCCCCC3 was read as SENP8 block -1, HKDC1 inh -3, 697 NFkB inh 13, SENP7 inh 1, Jurkat NFkB inh 10, UBC13 polyUb 4, Gli-Sufu antag 13 and Apaf1 inhib 6.
For Cc1ccc(-c2cc(C(F)F)n3ncc(C(=O)NCc4ccco4)c3n2)cc1 the results were SENP8 block -4, HKDC1 inh -2, 697 NFkB inh -4, SENP7 inh -4, Jurkat NFkB inh 2, UBC13 polyUb -6, Gli-Sufu antag 9 and Apaf1 inhib 20.
`C/C(=N\Nc1ccc([N+](=O)[O-])cc1)c1ccco1` gave SENP8 block 58*, HKDC1 inh 8, 697 NFkB inh -77, SENP7 inh 70*, Jurkat NFkB inh -81, UBC13 polyUb -97, Gli-Sufu antag -64 and Apaf1 inhib -4.
Screening O=C(O)c1ccc(CSc2nc3ccccc3o2)cc1 returned SENP8 block 54*, HKDC1 inh -2, 697 NFkB inh -6, SENP7 inh 30, Jurkat NFkB inh -16, UBC13 polyUb -3, Gli-Sufu antag 2 and Apaf1 inhib 5.
`O=C(NCCc1ccccc1)C(=O)NCC1OCCN1S(=O)(=O)c1ccc(Cl)cc1` (configuration not stated) gave SENP8 block -7, HKDC1 inh -3, 697 NFkB inh 4, SENP7 inh -8, Jurkat NFkB inh -10, UBC13 polyUb -6, Gli-Sufu antag -4 and Apaf1 inhib 5.
Screening CC(C(=O)N1CCOCC1)(c1ccccc1)c1ccccc1 returned SENP8 block -9, HKDC1 inh -5, 697 NFkB inh 1, SENP7 inh 0, Jurkat NFkB inh -3, UBC13 polyUb 1, Gli-Sufu antag -7 and Apaf1 inhib -3.
`COc1ccccc1-c1ocnc1C(=O)Nc1ccc(N2CCOCC2)cc1N1CCOCC1` gave SENP8 block 3, HKDC1 inh -5, 697 NFkB inh -7, SENP7 inh -4, Jurkat NFkB inh 2, UBC13 polyUb -1, Gli-Sufu antag -15 and Apaf1 inhib -3.
COc1ccc(-n2c(SCC(=O)Nc3ccccc3)nc(O)cc2=O)cc1 was read as SENP8 block -2, HKDC1 inh -1, 697 NFkB inh 1, SENP7 inh -12, Jurkat NFkB inh -7, UBC13 polyUb -6, Gli-Sufu antag 0 and Apaf1 inhib 7.
Screening CCn1c(-c2cccn(Cc3ccc(Cl)cc3Cl)c2=O)n[nH]c1=S returned SENP8 block -2, HKDC1 inh 16, 697 NFkB inh -5, SENP7 inh -11, Jurkat NFkB inh 3, UBC13 polyUb 2, Gli-Sufu antag 6 and Apaf1 inhib 1.
`CCN(C[C@H]1N[C@@](CC)(C(=O)OC)[C@H]2C(=O)N(Cc3ccccc3)C(=O)[C@@H]12)S(=O)(=O)c1ccc(C(C)(C)C)cc1` gave SENP8 block 4, HKDC1 inh -4, 697 NFkB inh 10, SENP7 inh 9, Jurkat NFkB inh 15, UBC13 polyUb 4, Gli-Sufu antag -4 and Apaf1 inhib 15.
For Cc1ccc(-c2nc3nc4ccccc4nc3n2Cc2ccco2)cc1 the results were SENP8 block 8, HKDC1 inh -5, 697 NFkB inh -257, SENP7 inh 4, Jurkat NFkB inh -48, UBC13 polyUb 10, Gli-Sufu antag -9 and Apaf1 inhib 26.
`C=CCn1c(-c2cccn(Cc3cccc(Cl)c3)c2=O)n[nH]c1=S` gave SENP8 block -4, HKDC1 inh 12, 697 NFkB inh -4, SENP7 inh -15, Jurkat NFkB inh -10, UBC13 polyUb -6, Gli-Sufu antag 17 and Apaf1 inhib 8.
For Cc1ccc(NC(=S)N/N=C/c2ccc([N+](=O)[O-])s2)cc1 the results were SENP8 block 7, HKDC1 inh -36, 697 NFkB inh -74, SENP7 inh 2, Jurkat NFkB inh -19, UBC13 polyUb -55, Gli-Sufu antag -2 and Apaf1 inhib 3.
For Cc1cc(C(=O)NCC23CC4CC(CC(C4)C2)C3)c(C)o1 the results were SENP8 block 2, 697 NFkB inh 9, SENP7 inh 7, Jurkat NFkB inh 11, UBC13 polyUb 3 and Apaf1 inhib 9.
Cc1ccc(-c2nn3c(C)nnc3c3ccccc23)cc1S(=O)(=O)NCc1ccco1 was read as SENP8 block 4, HKDC1 inh -1, 697 NFkB inh 43*, SENP7 inh 0, Jurkat NFkB inh 0, UBC13 polyUb 5, Gli-Sufu antag 25 and Apaf1 inhib 44*.
CC(C)C[C@H](NC(=O)Nc1cccc(Cl)c1)C(=O)O was read as SENP8 block -10, HKDC1 inh -3, 697 NFkB inh 8, SENP7 inh -5, Jurkat NFkB inh 2, UBC13 polyUb -4, Gli-Sufu antag 1 and Apaf1 inhib -1.
For CS(=O)(=O)NN1C(=O)c2ccccc2NC1c1cc2ccccc2nc1Cl (configuration not stated) the results were SENP8 block 5, HKDC1 inh 0, 697 NFkB inh -50, SENP7 inh 3, Jurkat NFkB inh -32, UBC13 polyUb 4, Gli-Sufu antag 1 and Apaf1 inhib -4.
For O=C(CN1C(=O)NC2(CCCCCCC2)C1=O)NCc1cccs1 the results were SENP8 block 3, HKDC1 inh 6, 697 NFkB inh 14, SENP7 inh 5, Jurkat NFkB inh 7, UBC13 polyUb 8, Gli-Sufu antag 0 and Apaf1 inhib -10.
`c1ccc2c(-c3ccncc3)c[nH]c2c1` gave SENP8 block -10, HKDC1 inh -5, 697 NFkB inh 16, SENP7 inh -15, Jurkat NFkB inh 2, UBC13 polyUb -8, Gli-Sufu antag 4 and Apaf1 inhib 11.

A portion from the list above, as a working copy:
O=C(NCCO)C(=O)NCC1OCCCN1S(=O)(=O)c1ccc2c(c1)OCCO2 (configuration not stated) was read as SENP8 block -2, HKDC1 inh -6, 697 NFkB inh 12, SENP7 inh 3, Jurkat NFkB inh 1, UBC13 polyUb 6, Gli-Sufu antag 3 and Apaf1 inhib -8.
O=c1cc(O)c2c(=O)n(-c3ccccc3)c3c(c2o1)CCCCCC3 was read as SENP8 block -1, HKDC1 inh -3, 697 NFkB inh 13, SENP7 inh 1, Jurkat NFkB inh 10, UBC13 polyUb 4, Gli-Sufu antag 13 and Apaf1 inhib 6.
For Cc1ccc(-c2cc(C(F)F)n3ncc(C(=O)NCc4ccco4)c3n2)cc1 the results were SENP8 block -4, HKDC1 inh -2, 697 NFkB inh -4, SENP7 inh -4, Jurkat NFkB inh 2, UBC13 polyUb -6, Gli-Sufu antag 9 and Apaf1 inhib 20.

Additional records
`Cc1cc(C)n(/C(=C\N(C)C)C(=O)c2cccc([N+](=O)[O-])c2)n1` gave SENP8 block 2, HKDC1 inh -2, 697 NFkB inh 9, SENP7 inh 3, Jurkat NFkB inh 16, UBC13 polyUb 4, Gli-Sufu antag 9 and Apaf1 inhib -4.
`COc1ccc(NC(=O)CN2CCC(C)CC2)c([N+](=O)[O-])c1` gave SENP8 block -6, HKDC1 inh -7, 697 NFkB inh -4, SENP7 inh -6, Jurkat NFkB inh -11, UBC13 polyUb -1, Gli-Sufu antag -21 and Apaf1 inhib 6.
`Cc1ccsc1C(=O)NC(C)c1ccc2c(c1)OCO2` (configuration not stated) gave SENP8 block -9, HKDC1 inh 0, 697 NFkB inh 14, SENP7 inh 9, Jurkat NFkB inh -4, UBC13 polyUb 6, Gli-Sufu antag -1 and Apaf1 inhib 0.
For CS/C(N)=N/N=C/c1ccc2c(c1)OCO2 the results were SENP8 block 20, HKDC1 inh 6, 697 NFkB inh -49, SENP7 inh 50*, Jurkat NFkB inh -45, UBC13 polyUb -7, Gli-Sufu antag -24 and Apaf1 inhib -8.
`O=C(Oc1ccc(=O)n(-c2ccccc2)n1)c1ccc(F)cc1` gave SENP8 block -5, HKDC1 inh 9, 697 NFkB inh 8, SENP7 inh -3, Jurkat NFkB inh 1, UBC13 polyUb 17, Gli-Sufu antag -6 and Apaf1 inhib -1.
`Cc1nn(CC(=O)NCc2ccccc2Cl)c(C)c1[N+](=O)[O-]` gave SENP8 block -1, HKDC1 inh -5, 697 NFkB inh 7, SENP7 inh -5, Jurkat NFkB inh -2, UBC13 polyUb 4, Gli-Sufu antag 10 and Apaf1 inhib -12.
`CCc1[nH]c(C(=O)O)c(C)c1C(=O)OC` gave SENP8 block 3, HKDC1 inh -8, 697 NFkB inh -2, SENP7 inh 5, Jurkat NFkB inh 5, UBC13 polyUb 10, Gli-Sufu antag 2 and Apaf1 inhib -5.
Screening CCCOc1ccc(N2CC(C(=O)Nc3ccccc3OC)CC2=O)cc1 (configuration not stated) returned SENP8 block 0, HKDC1 inh -3, 697 NFkB inh 5, SENP7 inh -12, Jurkat NFkB inh 10, UBC13 polyUb 7, Gli-Sufu antag 5 and Apaf1 inhib -2.
`COc1ccc2c(c1)c(C(C)=O)c(C)n2-c1ccccc1` gave SENP8 block -2, HKDC1 inh -9, 697 NFkB inh -19, SENP7 inh -5, Jurkat NFkB inh -2, UBC13 polyUb 0, Gli-Sufu antag -6 and Apaf1 inhib 13.
`Cc1ccc(-n2c(SCn3nnc4ccccc4c3=O)nnc2-c2cccnc2)c(C)c1` gave SENP8 block 3, HKDC1 inh -6, 697 NFkB inh -12, SENP7 inh 0, Jurkat NFkB inh 4, UBC13 polyUb -1, Gli-Sufu antag 2 and Apaf1 inhib -19.
`CCc1cc(=O)oc2cc(C)cc(OCc3nn[nH]n3)c12` gave SENP8 block -3, HKDC1 inh 9, 697 NFkB inh -9, SENP7 inh 10, Jurkat NFkB inh -14, UBC13 polyUb 8, Gli-Sufu antag -2 and Apaf1 inhib 3.
CC1CCc2nc(NC(=O)CN3CCN(Cc4ccc5c(c4)OCO5)CC3)sc2C1 (configuration not stated) was read as SENP8 block 0, HKDC1 inh -2, 697 NFkB inh 0, SENP7 inh 5, Jurkat NFkB inh 25, UBC13 polyUb 15, Gli-Sufu antag 19 and Apaf1 inhib 13.
COC(=O)CC(c1ccc(C(C)C)cc1)n1cccc1 (configuration not stated) was read as SENP8 block -14, HKDC1 inh 10, 697 NFkB inh 7, SENP7 inh -2, Jurkat NFkB inh 8, UBC13 polyUb 3, Gli-Sufu antag -10 and Apaf1 inhib 3.
COc1cc2ccccc2cc1C(=O)N(CCN(C)C)c1nc2ccc(C)cc2s1 was read as SENP8 block -2, HKDC1 inh 1, 697 NFkB inh 1, SENP7 inh -8, Jurkat NFkB inh 18, UBC13 polyUb 15, Gli-Sufu antag 14 and Apaf1 inhib 22.
For Cc1cccc(Oc2sc(C(=O)c3ccccc3)c(N)c2C#N)c1 the results were SENP8 block -11, HKDC1 inh 5, 697 NFkB inh -11, SENP7 inh -14, Jurkat NFkB inh 10, UBC13 polyUb 4, Gli-Sufu antag -4 and Apaf1 inhib 19.
CCOC(=O)C1=C(COC(=O)c2ncc(Cl)c(Cl)c2Cl)NC(=O)NC1C (configuration not stated) was read as SENP8 block -10, HKDC1 inh -2, 697 NFkB inh 7, SENP7 inh 5, Jurkat NFkB inh 4, UBC13 polyUb 76*, Gli-Sufu antag 0 and Apaf1 inhib 13.
`O=C(NNc1nc2c(F)cccc2s1)C1=COCCO1` gave SENP8 block -4, HKDC1 inh -3, 697 NFkB inh 7, SENP7 inh 8, Jurkat NFkB inh 1, UBC13 polyUb -5, Gli-Sufu antag -1 and Apaf1 inhib -5.
For O=C(Nc1cccnc1N1CCOCC1)c1ccco1 the results were SENP8 block -5, HKDC1 inh 0, 697 NFkB inh 11, SENP7 inh -10, Jurkat NFkB inh 1, UBC13 polyUb -5, Gli-Sufu antag -8 and Apaf1 inhib 1.
CCN(CC)C(=O)c1nc[nH]c1C(=O)O[C@@H](C)c1ccccc1 was read as SENP8 block 0, HKDC1 inh -5, 697 NFkB inh 2, SENP7 inh 6, Jurkat NFkB inh 10, UBC13 polyUb 1, Gli-Sufu antag -7 and Apaf1 inhib -2.

Screening results: PubChem BioAssay, Sanford-Burnham Center for Chemical Genomics
